Assay outcomes from PubChem.
TRHR PAM: TRH receptor (human) allosteric enhancement; P34981; TRHR cells, fluo-8 calcium fluorescence, EC20 TRH enhancement; enhancement, % at 2 µM; 360,000 compounds, 0.66% hits; AID 493056; in the data active = enhancement above about 30%; note: 0% is about no effect
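TRHR-expressing cells loaded with fluo-8 calcium dye were read kinetically (ex 480/em 530) during compound addition, then stimulated with an EC20 of TRH (10 nM final). Enhancement of the Gq-mediated intracellular calcium response was scored.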
TRHR ag: activates the human TRH receptor; P34981; TRHR cells, calcium flux fluo-8, FDSS agonist mode; activation, % at 2 µM; 360,000 compounds, 0.18% hits; in the data active = activation above about 30%; note: 0% is about no effect
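Agonist-mode FDSS calcium read (Ex 480/Em 530, 1 s cycles) in 1536-well TRHR cells with fluo-8 dye, after 10-cycle baseline and 23 nL compound addition; TRH at EC20 (10 nM final) added afterwards for the enhancer phase.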
TrxR1 substrate: substrates of rat thioredoxin reductase 1; O89049; purified TrxR1 substrate turnover, NADPH consumption readout; Potency, µM (doses to about 114 µM), for the others: at the top dose activity change, negative = substrate turnover; 390,000 compounds, 0.01% hits; AID 588456; note: potency is the fitted concentration of half-maximal effect; % is set by controls: 0 for no effect and ±100 for the full control effect; nearly all actives have a fitted effect of over 50% in size
Target sequence (O89049 whole entry, looked up): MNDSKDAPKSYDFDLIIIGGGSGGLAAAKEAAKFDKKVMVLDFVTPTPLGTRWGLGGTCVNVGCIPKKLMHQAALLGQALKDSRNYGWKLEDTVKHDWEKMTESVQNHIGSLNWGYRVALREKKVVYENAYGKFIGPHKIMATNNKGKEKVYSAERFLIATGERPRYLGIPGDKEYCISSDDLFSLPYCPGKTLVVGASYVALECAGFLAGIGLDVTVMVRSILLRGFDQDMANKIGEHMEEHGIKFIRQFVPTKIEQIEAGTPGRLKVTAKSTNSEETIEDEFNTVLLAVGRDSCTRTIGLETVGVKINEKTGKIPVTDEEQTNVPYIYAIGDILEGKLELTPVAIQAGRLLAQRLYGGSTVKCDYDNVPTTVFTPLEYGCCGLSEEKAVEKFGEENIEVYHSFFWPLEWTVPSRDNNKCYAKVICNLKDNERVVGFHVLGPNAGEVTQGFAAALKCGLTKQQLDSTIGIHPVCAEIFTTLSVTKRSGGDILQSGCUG
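Rat TrxR1, dispensed at 90 nM, was prereduced with 400 uM NADPH (final) for 5 min at ~22 deg C, then incubated with compound 15 min before 400 uM selenite. A first-read NADPH fluorescence drop versus no-compound background flagged substrates.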
D2 antag: antagonizes the human D2 dopamine receptor | P14416 | HEK293 TREx D2 cells, calcium flux, dopamine EC80 | inhibition, % at 10 µM | 340,000 compounds, 2% hits; in the data active = inhibition above about 30%; note: 0% is about no effect
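Calcium flux kinetic readout in an inducible HEK293 TREx D2 line plated overnight at 30 C. After 180 s compound exposure, an EC80 dopamine challenge follows with another 180 s kinetic read to detect antagonism.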
TrxR1 inh: inhibitors of rat thioredoxin reductase 1; O89049; 390,000 compounds, 1% hits; AID 588453; Potency, µM (top dose mostly 114 µM), for inactives: at the top dose activity change, negative = inhibition, actives largely listed as inhibitors; recombinant rTrxR1, NADPH fluorescence consumption, selenite substrate; note: potency is the fitted concentration of half-maximal effect; % is set by controls: 0 for no effect and ±100 for the full control effect; nearly all actives have a fitted effect of over 65% in size
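Rat TrxR1 (90 nM in the dispensed reagent) was pre-reduced with 400 uM NADPH for 5 min at room temperature, then incubated with compound for 15 min. After 400 uM selenite was added, NADPH fluorescence (Ex 340/Em 450 nm) was followed for 8 min.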
USP1 inh: inhibitors of human USP1/UAF1 deubiquitinase. Potency, µM (series often up to 57.1 µM), for the others: at the top dose activity change, negative = inhibition, usual class: inhibitors. 390,000 compounds, 0.23% hits. O94782. AID 743255. recombinant USP1/UAF1, Ub-Rhodamine cleavage fluorescence; note: potency is the fitted concentration of half-maximal effect; % is set by controls: 0 for no effect and ±100 for the full control effect; nearly all actives have a fitted effect of over 60% in size; inactives centre near -12
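1 nM enzyme complex + cpd, 15 min RT; start with Ub-Rho 150nM final; kinetic fluorescence ex 480/em 540, 6 reads q60 s. Buffer 50mM HEPES pH 7.8, 0.5mM EDTA, 0.1 mg/ml BSA, 1mM TCEP, 0.01% Tween-20.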
mIDH1 inhibitor: blocks human mutant IDH1 R132H enzyme. O75874. IDH1-R132H enzyme, NADPH consumption, diaphorase/resazurin fluorescence. Potency, µM (titrated, usually from 76.6 µM), without a hit: at the highest dose activity change, negative = inhibition, hits mostly inhibitors. 390,000 compounds, 0.093% hits. AID 602179; note: potency is the fitted concentration of half-maximal effect; % is set by controls: 0 for no effect and ±100 for the full control effect; nearly all actives have a fitted effect of over 65% in size
Target sequence (O75874 whole entry R132H, stated change not applied): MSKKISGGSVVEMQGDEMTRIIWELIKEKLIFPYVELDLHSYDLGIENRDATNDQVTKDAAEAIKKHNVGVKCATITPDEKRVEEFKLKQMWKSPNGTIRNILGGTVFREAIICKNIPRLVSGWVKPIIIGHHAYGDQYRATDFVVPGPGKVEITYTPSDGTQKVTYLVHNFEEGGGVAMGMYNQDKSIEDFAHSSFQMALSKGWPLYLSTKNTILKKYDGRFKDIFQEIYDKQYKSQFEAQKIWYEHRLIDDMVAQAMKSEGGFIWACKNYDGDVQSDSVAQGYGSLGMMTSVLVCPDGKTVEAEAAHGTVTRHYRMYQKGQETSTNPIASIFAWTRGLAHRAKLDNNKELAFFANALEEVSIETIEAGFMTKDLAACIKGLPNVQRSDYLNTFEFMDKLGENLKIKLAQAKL
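IDH1-R132H (0.5 ug/mL) preincubated 30 min with compound, then NADPH (0.016 mM) and alpha-KG (2 mM) added; 80 min at RT, pH 7.5. Remaining NADPH coupled via diaphorase/resazurin to fluorescence (540/590 nm); concentration-response curves normalized to no-enzyme control.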
D2 ag: agonists of human D2 dopamine receptor | HEK293 T-REx D2 cells, calcium flux agonist mode | P14416 | 340,000 compounds, 0.53% hits | activation, % at 2 µM | AID 485358;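 active = activation over 3 SD above normal in the single-dose calcium agonist read, cut at about 30% in these data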; note: 0% is about no effect
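Agonism scored from kinetic calcium signal (1 read/sec, 180 s) following compound pin transfer, after a 10 s baseline. Cells: HEK293 Trex line expressing inducible D2 receptor coupled to calcium, dye-loaded after overnight culture at 30 C.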
Pin1 inh: blocks the human prolyl isomerase Pin1; Q13526; Pin1 FP peptide displacement, HiFluor488, 10 min; Potency, µM (titrated, usually from 115 µM), for inactives: at the top dose activity, negative = inhibition, hits mostly inhibitors; 390,000 compounds, 0.009% hits; AID 504891; active = well fitted inhibition curve with a large enough effect in the polarisation, with a control signal flat, not every such curve was filed as active; inconclusive = small, poorly fitted or top-dose-only effect, or effect the other way, or a change in a side signal; inactive = no such curve, though single readings can be large or run the other way; the % refers to the polarisation; note: potency is the fitted concentration of half-maximal effect; % is set by controls: 0 for no effect and ±100 for the full control effect
Target sequence (Q13526 whole entry, looked up): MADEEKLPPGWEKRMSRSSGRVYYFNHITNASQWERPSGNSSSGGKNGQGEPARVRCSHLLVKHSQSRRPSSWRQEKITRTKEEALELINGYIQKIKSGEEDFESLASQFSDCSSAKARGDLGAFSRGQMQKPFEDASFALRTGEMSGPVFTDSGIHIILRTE
* = called active by the depositor; ? = inconclusive; · = no result given; [ ] = remark or other dose. Unless noted, calls come from the whole dose curve; as a rule, active = well fitted inhibition curve with a large enough effect; inconclusive = small, poorly fitted or top-dose-only effect; inactive = no such curve, though single readings can be large or run the other way. This is a subset; count on the stated rates, not on these rows.

SMILES | TRHR PAM | TRHR ag | TrxR1 substrate | D2 antag | TrxR1 inh | USP1 inh | mIDH1 inhibitor | D2 ag | Pin1 inh
O=C(NCC(=O)N(c1cccnc1)C(C(=O)NC1CCCCC1)c1ccccc1F)c1ccco1 (configuration not stated) | -10 | -0.5 | 10%[57.1 µM] | 15 | 22%[57.1 µM] | -8% | -23% | -0.5 | 0%
CCc1ccc(CN2CCC(n3nccc3NC(=O)C3CCCC3)CC2)cc1 | 7 | -0.3 | -5% | -16 | -14% | -4% | 0% | -0.3 | -6%
CCOC(=O)C1CCN(C(=O)c2ccccc2NC(C)=O)CC1 | 1 | -0.2 | -3% | -6 | 15% | -22% | 3% | 0.5 | -9%
O=C(CN1CCC(C(=O)c2ccc(Cl)cc2)CC1)Nc1ccc2c(c1)OCCO2 | -6 | -1.7 | -9% | -24 | 0% | -17% | -1% | -1.7 | 14%
CC(Oc1ccc(C#N)cc1)C(=O)N1CC=C(c2ccccc2)CC1 (configuration not stated) | · | · | -3% | · | 2% | -25% | -3% | · | -2%
Cc1cc(C(F)F)n2ncc(C(=O)N3CCc4ccccc4C3)c2n1 | 0 | -0.1 | 5%[57.1 µM] | -5 | 8%[57.1 µM] | -10% | 0% | -0.4 | 1%
COc1ccc(CNC(=O)COC(=O)c2ccc(F)c(S(=O)(=O)N3CCCCC3)c2)cc1OC | 6 | -0.4 | -4% | 16 | 18% | -7% | 12% | -1.4 | 1%
O=c1c2ccccc2oc2ncccc12 | -8 | -1.0 | 3%[57.1 µM] | 19 | -8%[57.1 µM] | 1% | 5% | 0.3 | 6%
Nc1cc(Cl)ccc1C(=O)OCC(=O)NC1CCCCCCC1 | -5 | 0.1 | 28% | 35* | 4% | -8% | -18% | -0.4 | -9%
CN1CCN(c2ccc(CNS(=O)(=O)Cc3cccc(C(F)(F)F)c3)cc2)CC1 | -17 | 1.2 | 1% | 8 | 25% | -19% | 23% | 0.7 | 3%
CCOC(=O)C1=C(Cc2ccc(C)cc2)C(=O)c2ccccc2C1=O | 7 | 8.4 | · | 1 | · | · | · | 2.7 | ·
CC1(C)C(c2cccs2)=[N+]([O-])C2(CCCCC/C2=N\NC(N)=O)N1O (configuration not stated) | -11 | 0.6 | -5% | 8 | 3% | 4% | 5% | -0.2 | 3%
COc1ccccc1-c1nc(S(=O)(=O)c2ccccc2)c(N2CCCCC2)o1 | 5 | -0.5 | 7% | -4 | 0.89µM* | -18% | 0% | -0.3 | ?
CCOc1ccccc1NC(=O)C(c1ccccc1)N1CCN(C(=O)c2ccco2)CC1 (configuration not stated) | 18 | -0.2 | -1% | 6 | 14% | -18% | 3% | 0.8 | 1%
CN(Cc1ccon1)C(=O)CC1C(=O)NCCN1Cc1ccc(Cl)c(F)c1 (configuration not stated) | -8 | -0.2 | 4% | -8 | ? | -25% | 0% | 0.0 | -19%
CCOC(=O)c1c(C)[nH]c(C=Nc2ccc(OC)cc2)c1O | -2 | 0.1 | -18% | 22 | 9%[57.1 µM] | -18% | -1% | 0.4 | 3%
Cc1ccnc(NC(=O)c2cc3c(=O)oc4ccc(C)cc4c3s2)c1 | 6 | 0.8 | 50%[activator] | -8 | -43%[0.0914 µM] | -13% | 2% | 2.8 | -8%
O=C(CSc1ccccn1)C12CC3CC(CC(C3)C1)C2 | 19 | -0.5 | 1% | 0 | 19%[57.1 µM] | -13% | 9% | 1.7 | -1%
CCOC(=O)Cn1ncn(-c2ccc(OC(F)(F)F)cc2)c1=O | 12 | -0.8 | 7% | -21 | 24% | -19% | 0% | -0.9 | -3%
Cc1ccc2nc(SCc3nc4ccccc4c(=O)[nH]3)[nH]c2c1 | 0 | -0.3 | 2%[57.1 µM] | -2 | 15%[57.1 µM] | -6% | 12% | -0.9 | 14%
COc1ccc(C(=O)Nn2c(SCC(=O)NC3CCCC3)nc3ccccc3c2=O)cc1 | 4 | 2.5 | 6% | 1 | 11% | -20% | -2% | -1.7 | 0%
COc1cc(NC(=S)NC(=O)c2ccc(C)cc2C)ccc1NC(=O)c1cccs1 | 19 | -0.2 | -3% | -15 | -20% | -24% | 0% | -1.2 | 1%
C[C@H](NC(=O)C1CCC(CNC(=O)[C@@H]2CCCN2C(=O)OC(C)(C)C)CC1)C(=O)O (some centres not stated) | 8 | -0.3 | 7% | · | 30% | -21% | -6% | · | -10%
Cc1cccc(NC(=O)NNC(=O)c2ccc3ccccc3c2)c1 | 1 | 0.8 | 5% | -6 | 39%[activator] | -15% | 0% | 0.4 | 19%
CN(CCC1CCCCO1)C(=O)CCc1nnc(CCCCc2ccccc2)o1 (configuration not stated) | -9 | 0.5 | 7% | 4 | 13% | -4% | -2% | 0.3 | 7%
CCN(C[C@H]1N[C@@](CC)(C(=O)OC)[C@H]2C(=O)N(C)C(=O)[C@@H]12)S(=O)(=O)c1ccccc1 | · | · | 5% | · | 5% | -23% | 9% | · | 1%
C=CCn1c(SCC(=O)O)nnc1-c1cccc(Cl)c1 | -1 | 0.7 | -1%[57.1 µM] | 4 | 18%[57.1 µM] | -12% | 5% | 0.6 | -1%
COc1ccc(CC(=O)N(c2ccccc2)c2nc(C)cs2)cc1 | 0 | 0.5 | -17% | 6 | -16% | -12% | 3% | 0.6 | -1%
Cc1c(C(=O)Oc2ccc(Br)cc2)sc2ncn(Cc3ccccc3F)c(=O)c12 | -3 | 0.1 | 2%[57.1 µM] | · | 24%[57.1 µM] | -22% | -5% | 0.2 | -4%
CCN(CC)c1ccc(S(=O)(=O)N2CCOCC2)cc1NC(=O)CN1CCN(Cc2ccccc2)CC1 | 0 | 0.1 | 3% | -14 | 20% | -21% | 2% | 0.0 | -4%
CC(C)CCNC(=O)Cc1c(C(=O)O)[nH]c2ccc(Cl)cc12 | 26 | 0.3 | 2%[57.1 µM] | -3 | 13%[57.1 µM] | -16% | 6% | 0.1 | -6%
CCN(c1ccccc1)S(=O)(=O)c1ccc(Cl)c(NC(=O)CN2CCN(C)CC2)c1 | -1 | 0.1 | 6% | -17 | 8% | -10% | 2% | · | -3%
CC(C(=O)NCCC1=CCCCC1)c1ccc([N+](=O)[O-])cc1 (configuration not stated) | -5 | -0.8 | -12% | -8 | ? | -21% | 3% | -0.1 | 2%
COc1ccc(NC(=O)c2cc(S(=O)(=O)N3CCc4ccccc43)cn2C)c(OC)c1 | -3 | -0.4 | 9%[57.1 µM] | -3 | 20%[57.1 µM] | -15% | -1% | 0.2 | 0%
COc1cc(OC)cc(C(=O)N2CCC(c3ccncc3)CC2)c1 | -5 | -0.5 | 2%[57.1 µM] | · | 7%[57.1 µM] | 1% | 6% | -0.4 | 0%
CCCCCCSc1nnc2c(n1)OC(C)Nc1ccc(Br)cc1-2 (configuration not stated) | 4 | 0.1 | 9% | · | 18% | -27% | 1% | -0.6 | -1%
CCC(C)NC(=O)CSc1nnc(-c2ccc(C(C)(C)C)cc2)n1C (configuration not stated) | -4 | -0.1 | 1% | 18 | 0% | -26% | 13% | 0.2 | 2%
Cc1ccc(OCCCCN2CCCCC2)cc1 | -6 | 0.6 | -1%[2.29 µM] | 7 | 24% | -9% | -4% | -0.4 | -6%
CCNc1nc(OCC)nc(N2CCC(Cc3ccccc3)CC2)n1 | -5 | 0.1 | -6% | · | -1% | -11% | -4% | · | ?
O=C1c2ccccc2C(=O)N1CCOc1ccc(F)cc1 | -26 | -0.1 | 6% | 5 | 18% | -15% | 16% | 0.3 | 1%
Cc1cccc(/C=N/n2c(-c3ccncc3)n[nH]c2=S)c1 | -2 | -0.3 | -14% | 6 | -34% | 0% | 4% | 8.8 | -14%
O=c1cc(CO)occ1OCc1ccccc1 | 1 | -1.2 | -3% | 13 | 8% | 5% | 4% | -0.5 | -1%
S=C(NCC1CCCO1)NC12CC3CC(CC(C3)C1)C2 (configuration not stated) | 23 | 0.1 | 11%[57.1 µM] | -11 | 19%[57.1 µM] | -18% | 5% | 1.5 | -7%
O=S1(=O)CCC(NS(=O)(=O)c2cccc3cccnc23)C1 (configuration not stated) | 7 | -0.1 | -6% | -8 | -9% | 4% | 7% | -1.4 | 1%
CC(C)C1NCCc2c1sc1ccccc21 (configuration not stated) | · | · | -4%[57.1 µM] | · | -1%[57.1 µM] | -11% | 7% | · | 11%
CC/C(O)=C(/C#N)c1nnc2n1CCCCC2 | 6 | -0.2 | 3%[57.1 µM] | -14 | 17% | -5% | 1% | 1.6 | -10%
Cc1ccc(S(=O)(=O)c2ccsc2NC(=O)c2ccccc2)cc1 | · | · | 8%[57.1 µM] | · | 7%[11.4 µM] | -3% | -8% | · | 1%
COc1ccc(-c2nnc(SCC(=O)NCC3CCCO3)o2)cc1 (configuration not stated) | -4 | -0.6 | 5% | 6 | 14% | -19% | 3% | 0.9 | -2%
Cc1cc2cc3c(cc2nc1SCc1ccccn1)OCCO3 | -2 | 0.1 | -4% | 11 | -12% | -8% | 9% | 0.0 | 0%
O=C(O)CCCCCN1C(=O)/C(=C\c2ccc(-c3ccc(Cl)cc3)o2)SC1=S | 24 | 3.0 | -4% | -31 | -3% | ? | -12% | 7.6 | ?
CCOc1ccccc1NC(=O)Cc1coc2cc(C)ccc12 | -7 | 0.4 | 7%[57.1 µM] | 17 | 16%[57.1 µM] | -19% | 4% | 0.4 | -1%
O=C(Nc1ccccc1)c1ccccc1NC(=O)c1ccccc1C(=O)O | · | · | 5%[11.4 µM] | · | 17%[11.4 µM] | -1% | 5% | · | -11%
COc1ccccc1/C=N/N1C(=O)c2cccc3cccc(c23)C1=O | -3 | 1.0 | -5%[57.1 µM] | -13 | 16%[57.1 µM] | -6% | 7% | -0.2 | -15%
